PRC2 inh – EZH2/PRC2 methyltransferase inhibitors, primary screen, biochemical, DELFIA time-resolved fluorescence, single point; PRC2 H3K27 methylation, DELFIA TRF, 1 h; 57,000 tested, 0.35% active; inhibition, % at 12.5 µM;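 active = mean inhibition of replicates at least 50% and every single replicate also reaching 50%; inconclusive = mean inhibition at least 50% but some replicate falls below 50%; inactive = mean inhibition under 50%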;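 note: dimethyl H3K27 on biotinylated H3 21-44 peptide detected by antibody; plate controls were median neutral control wells for no effect and median positive control wells for full effect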
IDH1 mut inh – inhibitors of IDH1 R132H reductase, primary screen, biochemical, plate reader, single point; Isocitrate dehydrogenase [NADP] cytoplasmic (Homo sapiens), O75874; diaphorase/resazurin fluorescence, 60 min; inhibition, % at 10 µM; 70,000 tested, 0.18% active; in the data active = inhibition above about 34%; inconclusive = no clear call, values can overlap the other calls; inactive = below about 11%;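 note: 0% = DMSO and 100% = no enzyme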
Target sequence (O75874 whole entry R132H): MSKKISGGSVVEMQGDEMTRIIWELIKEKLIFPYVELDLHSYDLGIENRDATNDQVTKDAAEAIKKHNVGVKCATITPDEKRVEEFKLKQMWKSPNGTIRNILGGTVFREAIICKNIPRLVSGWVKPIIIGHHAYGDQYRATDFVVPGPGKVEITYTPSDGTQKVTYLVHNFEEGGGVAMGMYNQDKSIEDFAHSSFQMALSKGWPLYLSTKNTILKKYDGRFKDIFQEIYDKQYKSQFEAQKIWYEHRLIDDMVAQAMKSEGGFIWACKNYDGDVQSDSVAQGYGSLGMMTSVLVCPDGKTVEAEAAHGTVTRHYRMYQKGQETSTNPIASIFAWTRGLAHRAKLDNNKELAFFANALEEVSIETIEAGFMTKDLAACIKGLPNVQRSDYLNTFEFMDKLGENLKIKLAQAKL
Starred values were filed as active, the others as inactive; ? = inconclusive; / = not tested or not shown. Some of the compounds tested; rates above refer to the full screens.

SMILES	PRC2 inh	IDH1 mut inh
COc1cccc(NC(=O)N(C)C[C@H]2Oc3ncc(C#Cc4ccccc4)cc3C(=O)N([C@H](C)CO)C[C@@H]2C)c1	/	0.2
C[C@H](CO)N1C[C@H](C)[C@@H](CN(C)S(=O)(=O)c2cn(C)cn2)OCc2ccccc2-c2ccccc2C1=O	4.1	-2.2
C[C@@H]1CN([C@H](C)CO)C(=O)c2cccc(NS(C)(=O)=O)c2O[C@@H]1CN(C)Cc1ccc(C(F)(F)F)cc1	-19.6	-3.3
COc1cc(NC(=O)COc2ccc(C(C)C)cc2)ccc1-c1cc2ccccc2oc1=O	1.8	-0.1
Cc1ccc(S(=O)(=O)NC(C)C(=O)Nc2c(C)cc(C)cc2C)cc1 (stereo unspecified)	-1.1	-0.2
C[C@H](O)C#Cc1ccc2c(c1)O[C@@H](CN(C)Cc1ccccc1)[C@H](C)CN([C@H](C)CO)S2(=O)=O	-23.6	/
C[C@H]1CCCCO[C@@H](CN(C)S(=O)(=O)c2ccc(F)cc2)[C@@H](C)CN([C@@H](C)CO)C(=O)c2cc(NC(=O)C3CCCCC3)ccc2O1	/	-0.3
COc1ccc(NC(=O)N(C)C[C@@H]2Oc3c(NS(=O)(=O)c4cn(C)cn4)cccc3C(=O)N([C@H](C)CO)C[C@H]2C)cc1	/	1.9
C[C@H]1CN([C@@H](C)CO)S(=O)(=O)c2ccc(C#CC3(O)CCCC3)cc2O[C@@H]1CN(C)C(=O)Nc1ccccc1	/	0.0
Cc1ccc(S(=O)(=O)Nc2ccc3c(c2)CC(=O)N([C@@H](C)CO)C[C@H](C)[C@H](CN(C)S(=O)(=O)c2c(C)noc2C)O3)cc1	/	-5.0
COC(=O)c1ccccc1NC(=O)COc1ccc(C(C)C)cc1Br	46.4	0.1
Cc1ccccc1S(=O)(=O)N(C)C[C@H]1OCc2cn(nn2)CCCC(=O)N([C@H](C)CO)C[C@H]1C	-0.3	1.5
COc1ccccc1-c1cnc2c(c1)C(=O)N([C@H](C)CO)C[C@H](C)[C@@H](CN(C)Cc1cncnc1)O2	/	-0.1
C[C@H]1CN([C@@H](C)CO)C(=O)c2cc(NC(=O)Nc3ccc(C(F)(F)F)cc3)ccc2O[C@H]1CN(C)Cc1ccccc1	-14.1	1.1
COc1ccc(Oc2c(C(F)(F)F)oc3cc(OCC(=O)Nc4ccccc4F)ccc3c2=O)cc1	-3.5	-0.2
CCC(=O)N[C@H]1CC[C@H](CCn2cc(C3CC3)nn2)O[C@@H]1CO	11.4	0.3
Cc1cc(C(=O)Nc2cccc3c2O[C@H](CN(C)C(=O)NC2CCCCC2)[C@H](C)CN([C@@H](C)CO)C3=O)n(C)n1	2.9	1.4
CC(C)CC#Cc1ccc2c(c1)O[C@H](CN(C)CC1CC1)[C@H](C)CN([C@H](C)CO)S2(=O)=O	-20.4	-0.7
CCCN(C)C[C@@H]1Oc2cc(-c3cccnc3)ccc2S(=O)(=O)N([C@H](C)CO)C[C@@H]1C	3.1	-0.5
CC(C)NC(=O)N(C)C[C@@H]1Oc2ccc(NC(=O)Nc3ccccc3)cc2CC(=O)N([C@H](C)CO)C[C@H]1C	/	0.1
C=CCn1c(=O)c(C(=O)NCCO)c(O)c2ccccc21	-7.1	0.5
COc1ccc(NC(=O)Nc2ccc3c(c2)C(=O)N([C@H](C)CO)C[C@H](C)[C@H](CN(C)C(=O)Nc2ccc4c(c2)OCO4)OCCCC[C@H](C)O3)cc1	/	1.5
CO[C@H]1CN(C)C(=O)c2ccc(NC(=O)c3cc(C)on3)cc2OC[C@H](C)NC[C@H]1C	7.4	0.2
C[C@@H]1CCCCO[C@H](CN(C)Cc2ccc(C(=O)O)cc2)[C@H](C)CN([C@H](C)CO)C(=O)c2cc(NC(=O)c3ccncc3)ccc2O1	/	2.1
C[C@@H]1CN([C@@H](C)CO)C(=O)c2cc(NC(=O)CCN3CCOCC3)ccc2O[C@@H]1CN(C)C	-1.6	0.6

Continued, overlapping the part above by 7 compounds.
SMILES	PRC2 inh	IDH1 mut inh
CCCN(C)C[C@@H]1Oc2cc(-c3cccnc3)ccc2S(=O)(=O)N([C@H](C)CO)C[C@@H]1C	3.1	-0.5
CC(C)NC(=O)N(C)C[C@@H]1Oc2ccc(NC(=O)Nc3ccccc3)cc2CC(=O)N([C@H](C)CO)C[C@H]1C	/	0.1
C=CCn1c(=O)c(C(=O)NCCO)c(O)c2ccccc21	-7.1	0.5
COc1ccc(NC(=O)Nc2ccc3c(c2)C(=O)N([C@H](C)CO)C[C@H](C)[C@H](CN(C)C(=O)Nc2ccc4c(c2)OCO4)OCCCC[C@H](C)O3)cc1	/	1.5
CO[C@H]1CN(C)C(=O)c2ccc(NC(=O)c3cc(C)on3)cc2OC[C@H](C)NC[C@H]1C	7.4	0.2
C[C@@H]1CCCCO[C@H](CN(C)Cc2ccc(C(=O)O)cc2)[C@H](C)CN([C@H](C)CO)C(=O)c2cc(NC(=O)c3ccncc3)ccc2O1	/	2.1
C[C@@H]1CN([C@@H](C)CO)C(=O)c2cc(NC(=O)CCN3CCOCC3)ccc2O[C@@H]1CN(C)C	-1.6	0.6
C[C@H](CO)N1C[C@H](C)[C@H](CN(C)CC2CCCCC2)Oc2ccc(NC(=O)Nc3ccc(C(F)(F)F)cc3)cc2C1=O	/	-1.6
CCC(=O)N[C@H]1CC[C@H](CCNC(=O)Nc2ccc(F)cc2)O[C@@H]1CO	11.2	-0.3
C[C@@H]1CN([C@H](C)CO)C(=O)c2cc(NS(=O)(=O)c3cn(C)cn3)ccc2O[C@@H]1CN(C)Cc1ccc(C(=O)Nc2ccccc2N)cc1	-1.1	0.2
COc1cc2c(c(O)c1CO)C(=O)CCC2O (stereo unspecified)	/	0.2
COc1ccc(OC(=O)N(C)C[C@@H]2OCc3cn(nn3)CCCC(=O)N([C@H](C)CO)C[C@@H]2C)cc1	1.3	-0.2
C=CCNC(=O)[C@H]1[C@@H]2C(=O)O[C@@H](c3ccccc3)[C@@H](c3ccccc3)N2[C@@H](c2ccccc2OCCO)[C@]12C(=O)Nc1ccc(C#CC3(O)CCCCCC3)cc12	-26.8	0.3
Cc1noc(C)c1NC(=O)N[C@@H]1CC[C@H](CC(=O)Nc2ccccc2)O[C@H]1CO	-3.3	0.2
C[C@H](CO)N1C[C@H](C)[C@@H](CN(C)C(=O)C2CC2)Oc2cc(-c3cncnc3)ccc2S1(=O)=O	-13.6	/
Cc1ccc(S(=O)(=O)N(C)CCCc2nc3ccccc3[nH]2)cc1	4.6	-0.1
Cc1ccc(S(=O)(=O)N[C@@H]2CC[C@H](CCn3cc(C4CCCC4)nn3)O[C@H]2CO)cc1	-3.7	0.1
C[C@@H]1CN([C@H](C)CO)S(=O)(=O)c2ccc(C3=CCCC3)cc2O[C@@H]1CN(C)C(=O)c1cccnc1	-2.5	12.1
COc1ccc(NC(=O)Nc2ccc3c(c2)CC(=O)N([C@H](C)CO)C[C@H](C)[C@H](CN(C)S(=O)(=O)c2ccc(OC)cc2)O3)cc1	/	0.3
Cc1ccc(C(=O)COc2cccc(NC(=O)c3cccs3)c2)cc1C	35.9	-0.5
COC1(C)CN(Cc2ccccc2Br)[C@H](/C=C/c2ccccc2)[C@H](Cc2ccccc2)O1 (stereo partly specified)	4.9	/
COc1ccc(NC(=O)Nc2ccc3c(c2)C(=O)N([C@@H](C)CO)C[C@@H](C)[C@H](CN(C)Cc2ccncc2)OCCCC[C@H](C)O3)cc1	/	2.1
Cc1cc(C(=O)Nc2ccc(S(=O)(=O)Nc3nccs3)cc2)c(C)o1	-16.8	?
CS(=O)(=O)N(CC(=O)Nc1cc(Cl)ccc1Oc1ccccc1)c1ccccc1Br	3.4	0.4
COc1ccc(S(=O)(=O)Nc2ccc3c(c2)OC[C@H](C)NC[C@H](C)[C@H](OC)CN(C)C3=O)cc1	3.4	-0.1
O=C(NO)c1cccc(C(=O)N/N=C/c2ccc(F)cc2)c1	0.6	-0.6
O=C(COc1ccccc1)Nc1ccc([N+](=O)[O-])cc1O	/	-0.4
CCOc1ccc(Oc2nc(N(CC)CC)nc(N3CCOCC3)n2)nn1	-1.1	0.2
O=C(C[C@@H]1C[C@@H]2c3cc(NC(=O)CC4CC4)ccc3O[C@@H]2[C@@H](CO)O1)NCCN1CCCCC1	-6.5	0.1
O=C(CCN1CCCCC1)N[C@H]1CC[C@H](CCNS(=O)(=O)c2ccc(Cl)cc2)O[C@@H]1CO	-9.9	-0.3
COc1ccc(CNC(=O)C[C@H]2C=C[C@@H](NC(=O)CN(C)C)[C@H](CO)O2)cc1	-11.7	0.1
CN(C)C(=O)C[C@@H]1C=C[C@@H](NC(=O)C2CCC2)[C@@H](CO)O1	-0.2	0.3
SMILES	PRC2 inh	IDH1 mut inh
C[C@H](CO)N1C[C@H](C)[C@H](CN(C)S(=O)(=O)c2cccs2)Oc2ccc(NC(=O)Cc3ccccc3)cc2CC1=O	/	0.8
O=C(NCCCN1CCCC1=O)Nc1ccc(Br)cc1	6.3	0.2
C[C@H]1CN([C@@H](C)CO)C(=O)c2cc(Br)cnc2O[C@H]1CN(C)C(=O)c1ccccc1	/	-1.7
CO[C@H]1CN(C)C(=O)c2cc(NC(=O)C3CC3)ccc2OC[C@@H](C)N(CC2CCCC2)C[C@@H]1C	-10.3	0.1
COc1cccc(C(=O)N(Cc2nc(-c3ccc(C)cc3)no2)C(C)C)c1	1.9	-0.5
CC(C)CC#Cc1cnc2c(c1)C(=O)N([C@H](C)CO)C[C@H](C)[C@@H](CN(C)Cc1cncnc1)O2	-1.1	-0.2
C[C@@H]1CCCCO[C@H](CN(C)C(=O)Nc2ccc3c(c2)OCO3)[C@H](C)CN([C@H](C)CO)C(=O)c2cc(N(C)C)ccc2O1	-3.9	3.7
Cc1noc(C)c1NC(=O)N[C@H]1C=C[C@@H](CC(=O)Nc2ccccc2)O[C@@H]1CO	3.2	-0.3
COc1cccc(/C=C(\C#N)C(=O)Nc2c(C)n(C)n(-c3ccccc3)c2=O)c1	-1.1	/
CC(C)NC(=O)N(C)C[C@@H]1Oc2ccc(NC(=O)c3ccncc3)cc2C(=O)N([C@H](C)CO)C[C@@H]1C	-7.3	0.1
C[C@@H]1CN([C@@H](C)CO)C(=O)c2cc(C#Cc3ccccc3F)cnc2O[C@@H]1CN(C)C(=O)C1CCC1	-8.8	0.5
COc1ccc([Si](C)(C)[C@@H]2[C@@H](CCO)O[C@]3(C(=O)N(Cc4ccc(N5CCC5=O)cc4)c4ccccc43)[C@H]2C)cc1	30.5	/
C[C@@H]1CN([C@@H](C)CO)C(=O)c2cccc(NC(=O)C3CCOCC3)c2O[C@H]1CN(C)C(=O)Nc1cccc2ccccc12	-14.4	0.1
COc1cc(OC)c(NC(=O)CSc2nnc(-c3ccncc3)n2C)cc1Cl	10.4	-0.3
C[C@@H]1CCCCO[C@@H](CN(C)C(=O)c2ccccc2)[C@H](C)CN([C@H](C)CO)C(=O)c2cc(NS(=O)(=O)c3ccccc3)ccc2O1	/	0.2
Cc1c(N=C2NC(=O)C(CC(=O)Nc3ccccc3)S2)c(=O)n(-c2ccccc2)n1C (stereo unspecified)	5.4	0.2
C[C@@H]1CN([C@@H](C)CO)S(=O)(=O)c2ccc(C#Cc3ccncc3)cc2O[C@@H]1CN(C)S(=O)(=O)c1ccc(F)cc1	2.7	2.5
C[C@@H](NC(=O)C[C@H]1C[C@@H]2c3cc(NS(=O)(=O)c4ccc(F)cc4)ccc3O[C@@H]2[C@@H](CO)O1)c1ccccc1	-2.6	-0.8
C[C@H](CO)N1C[C@H](C)[C@H](CN(C)S(=O)(=O)c2cn(C)cn2)Oc2ncc(C#Cc3ccc(F)cc3)cc2C1=O	/	0.0
Cc1noc(C)c1C(=O)N(C)C[C@@H]1OCc2ccccc2-c2c(n(C)c3ccccc23)C(=O)N([C@H](C)CO)C[C@@H]1C	-1.6	/
COc1ccccc1-c1cn(CC[C@@H]2CC[C@@H](NC(=O)c3cnccn3)[C@H](CO)O2)nn1	8.0	-0.4
Cc1ccc(CN(C)C[C@H]2OCc3cnnn3CCCC(=O)N([C@H](C)CO)C[C@@H]2C)cc1	-2.2	0.2
C[C@@H]1CN([C@H](C)CO)C(=O)CCCn2nncc2CO[C@@H]1CN(C)C(=O)Nc1cccc(Oc2ccccn2)c1	0.7	/
C[C@H]1CCCCO[C@H](CN(C)Cc2ccccc2)[C@@H](C)CN([C@@H](C)CO)C(=O)c2cc(NC(=O)CCC(F)(F)F)ccc2O1	3.6	3.3
CCC(C)CCC(O)C1=C(C)C(O)OC1=O (stereo unspecified)	/	0.2

An excerpt taken from the entries so far:
SMILES	PRC2 inh	IDH1 mut inh
C[C@H](CO)N1C[C@H](C)[C@H](CN(C)S(=O)(=O)c2cccs2)Oc2ccc(NC(=O)Cc3ccccc3)cc2CC1=O	/	0.8
O=C(NCCCN1CCCC1=O)Nc1ccc(Br)cc1	6.3	0.2

More records.
SMILES	PRC2 inh	IDH1 mut inh
O=S(=O)(N[C@@H]1CC[C@@H](CCn2cc(-c3cccc(F)c3)nn2)O[C@H]1CO)c1ccc(Cl)cc1	-1.2	-0.1
CC(C(=O)Nc1cccc([N+](=O)[O-])c1)N1C(=O)C2C3C=CC(C4CC34)C2C1=O (stereo unspecified)	7.7	-0.2
C[C@H](CO)N1C[C@H](C)[C@H](CN(C)S(=O)(=O)c2ccccc2)Oc2ccc(NC(=O)CCC(F)(F)F)cc2C1=O	11.8	-0.3
C[C@@H]1CN([C@H](C)CO)C(=O)c2cc(NC(=O)Nc3cccc4ccccc34)ccc2O[C@@H](C)CCCCO[C@@H]1CN(C)C(=O)Cc1ccccc1	/	3.1
COc1ccc(S(=O)(=O)N(C)C[C@@H]2OCCCC[C@@H](C)Oc3ccc(NC(=O)Nc4ccccc4)cc3C(=O)N([C@@H](C)CO)C[C@@H]2C)cc1	/	-1.0
COc1cc(NC(=O)CSc2nc(C)cc(C)n2)cc(OC)c1OC	-2.5	0.3

Screening results deposited in PubChem BioAssay by Broad Institute.
